Compound activity: PubChem, ICCB-Longwood Screening Facility, Harvard Medical School
PV pol inh = inhibitors of poliovirus RNA polymerase binding and polymerization. poliovirus polymerase elongation, fluorescence polarization; stronger effect = lower value. % elongation, % (compound at 16.7 µg/mL). actives 0.66% (n = 150,000). AID 588519. P03300; in the data active = % elongation below about 90%; note: some results filed as inactive read as strong as hits
Target sequence (P03300 1749-2209 limits assumed): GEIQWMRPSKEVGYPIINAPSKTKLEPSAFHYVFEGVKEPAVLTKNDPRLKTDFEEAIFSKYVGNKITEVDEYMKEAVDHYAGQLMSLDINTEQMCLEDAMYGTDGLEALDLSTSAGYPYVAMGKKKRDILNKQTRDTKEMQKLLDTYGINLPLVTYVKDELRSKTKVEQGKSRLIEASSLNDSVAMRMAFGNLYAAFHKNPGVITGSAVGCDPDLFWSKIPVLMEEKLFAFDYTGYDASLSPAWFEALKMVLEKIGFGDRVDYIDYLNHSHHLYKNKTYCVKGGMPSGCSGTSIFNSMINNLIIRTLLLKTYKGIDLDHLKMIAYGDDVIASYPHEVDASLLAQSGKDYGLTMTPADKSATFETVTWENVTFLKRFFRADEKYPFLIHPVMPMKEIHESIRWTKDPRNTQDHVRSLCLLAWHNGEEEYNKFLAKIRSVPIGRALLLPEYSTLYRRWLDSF
PV pol inh FP z-score = also measured in PV pol inh; calls as there; z-score; measured here: FP z-score; hits read low
Active calls of the source: *; & = joins results of further samples.

SMILES	PV pol inh	PV pol inh FP z-score
O=C(CSc1cccc[n+]1[O-])c1ccc2ccccc2c1	98	-1.2
O=C(c1ccco1)n1nc(-c2ccccc2)nc1NCc1ccccc1Cl	102	-0.4
CCN(CC(=O)NCc1cccs1)C(=O)c1cccc(OC)c1	100	-0.5
COc1nc(NCc2ccccc2)nc(NC2CCCCC2)n1	99	-0.2
O=S(=O)(Nc1ccc(N2CCOCC2)cc1)c1ccccc1	98	-0.1
COc1ccc(Nc2c(-c3ccc(N4CCOCC4)cc3)nc3ncccn23)cc1OC	110	-0.7
Cc1c(Cl)cccc1NC(=S)NCC(c1ccccc1)c1c[nH]c2ccccc12 (configuration not stated)	103	0.5
COc1ccc(N2CCN(c3cc(C)nc4ccc(OC)cc34)CC2)cc1	105	0.5
Cc1cc(NC(=O)OC2CCCC2)ccc1NC(=O)OC1CCCCC1	102	0.2
CNC(=O)c1sc2nc(C)cc(C)c2c1-n1cccc1	104	0.3
COc1ccc(/C=C/C(=O)NCCCN2CCCCCC2)cc1	104	0.9
CCCCn1c(CCC)nc2ccccc21	107	0.4
COc1cccc(N2C(=O)N(Cc3ccc(C#N)cc3)c3ccccc3S2(=O)=O)c1	102	-1.2
Cc1cccc(NCc2nnc3n2CCCCC3)c1C	111	0.7
O=C1CC(c2ccco2)Cc2nc(NCc3ccccc3)ncc21 (configuration not stated)	109	0.5
Cc1nc(-c2cccs2)sc1C(=O)OCc1cc(=O)n2c(C)csc2n1	102	-0.1
COCCn1c(CCC(=O)NCc2ccc(OC)cc2)nc2cccnc21	102	-0.7
O=C(O)C1CC=CCC1C(=O)NCc1ccccc1 (configuration not stated)	102	0.7
CSc1ncccc1C(=O)OCCN1C(=O)c2ccccc2C1=O	107	0.1
CCC1(CC)C(=O)C=CNC1=O	100&101	0&0.2
O=C1c2ccccc2-c2onc3c(Cl)cc(NC4CCCCC4)c1c23	46	-4.5
O=c1c(O)c(-c2cccs2)oc2ccccc12	99	-1.3
O=C(Cn1c(=O)oc2cc(S(=O)(=O)NCc3ccccc3)ccc21)N(CCO)Cc1ccccc1	105	0
O=C(CCCN1C(=O)c2ccccc2C1=O)OCc1nc2ccc(Cl)cc2n1CCO	112	1.7
Cc1cnc(C(=O)Nc2nc3ccccc3[nH]2)cn1	97	-0.9
CC(C)=C1C(=O)Nc2ccc(S(=O)(=O)N(CC(C)C)CC(C)C)cc21	101	-0.1
O=C(ON1C(=O)CCC1=O)c1ccccc1	80*	-2.1*
O=C(O)CSCc1ccc(Cl)c(Cl)c1	98	-0.5
Cc1ccc2c(c1)-c1onc(C(=O)N3CCCCC3c3cccnc3)c1CO2 (configuration not stated)	101	-0.4
CCn1c(SCC(=O)Nc2cccc(Cl)c2)nnc1-c1nonc1NC(C)=O	103	-0.9

Grouped by structure, the entries above with sulfur (13)
SMILES	PV pol inh	PV pol inh FP z-score
O=C(CSc1cccc[n+]1[O-])c1ccc2ccccc2c1	98	-1.2
CCN(CC(=O)NCc1cccs1)C(=O)c1cccc(OC)c1	100	-0.5
O=S(=O)(Nc1ccc(N2CCOCC2)cc1)c1ccccc1	98	-0.1
Cc1c(Cl)cccc1NC(=S)NCC(c1ccccc1)c1c[nH]c2ccccc12 (configuration not stated)	103	0.5
CNC(=O)c1sc2nc(C)cc(C)c2c1-n1cccc1	104	0.3
COc1cccc(N2C(=O)N(Cc3ccc(C#N)cc3)c3ccccc3S2(=O)=O)c1	102	-1.2
Cc1nc(-c2cccs2)sc1C(=O)OCc1cc(=O)n2c(C)csc2n1	102	-0.1
CSc1ncccc1C(=O)OCCN1C(=O)c2ccccc2C1=O	107	0.1
O=c1c(O)c(-c2cccs2)oc2ccccc12	99	-1.3
O=C(Cn1c(=O)oc2cc(S(=O)(=O)NCc3ccccc3)ccc21)N(CCO)Cc1ccccc1	105	0
CC(C)=C1C(=O)Nc2ccc(S(=O)(=O)N(CC(C)C)CC(C)C)cc21	101	-0.1
O=C(O)CSCc1ccc(Cl)c(Cl)c1	98	-0.5
CCn1c(SCC(=O)Nc2cccc(Cl)c2)nnc1-c1nonc1NC(C)=O	103	-0.9

Remaining list, next part:
SMILES	PV pol inh	PV pol inh FP z-score
CC(C)c1ccc(NC2(C#N)C(=O)Nc3ccccc32)cc1 (configuration not stated)	99	-1
Cc1ccc(NC(=O)c2ccc(F)cc2)c(C)c1	99	-1
CCCSc1ncc(Cl)c(C(=O)Nc2ccc(S(=O)(=O)N3CCCC(C)C3)cc2)n1 (configuration not stated)	111	1.2
O=C(NCCC1=CCCCC1)c1cc(-c2ccccc2)n[nH]1	100	-1.2
Cc1ccc(NC(=O)CC2SC3=NCCN3C2=O)cc1 (configuration not stated)	103	0.5
COC(=O)c1ccc(/C=N/N2C(C)CCCC2C)cc1 (configuration not stated)	102	0.1
CC(NCc1ccccc1)c1cc(Cl)ccc1O (configuration not stated)	101	0.2
CC(C)Cn1c(C2CC(=O)N(c3ccccc3Cl)C2)nc2ccccc21 (configuration not stated)	109	0.3
CCOC(=O)c1c(C)oc2ncnc(Nc3cc(C)cc(C)c3)c12	111	0.6
Cc1cc(OCC(=O)Nc2ccc(-c3nc4cc(Cl)ccc4o3)cc2)cc(C)c1Cl	100	-0.8

The last two records of the part above come first, to join the parts.
SMILES	PV pol inh	PV pol inh FP z-score
CCOC(=O)c1c(C)oc2ncnc(Nc3cc(C)cc(C)c3)c12	111	0.6
Cc1cc(OCC(=O)Nc2ccc(-c3nc4cc(Cl)ccc4o3)cc2)cc(C)c1Cl	100	-0.8
CC(C)(C)c1ccccc1NC(=O)c1cnn2c(C(F)F)cc(-c3ccccc3)nc12	104	0.1
O=C(Nc1cccc(N2CCCC2=O)c1)c1ccccc1	103	0
O=C1OC(C2OC(=O)c3ccccc32)c2ccccc21 (configuration not stated)	105	0.2
Cc1csc(SCc2c(C(=O)Oc3ccc(-n4cnnn4)cc3)oc3ccccc23)n1	101	-0.1
CCOC(=O)N1CCN(CCC(=O)Nc2cccc(Cl)c2C)CC1	100	-0.4
CC1=CC(C)(C)Nc2ccc(OCC(=O)N3c4ccccc4Sc4ccccc43)cc21	102	0.1
O=c1[nH]c(O)c(C=Nc2ccc(F)c(Cl)c2)c(=O)[nH]1	101	-0.3
C=CCc1c(C)[nH]n(-c2ccc(C(=O)O)cc2)c1=O	98	-0.9
COc1ccc(Oc2ncnc3c2oc2ccccc23)cc1	112	1
O=C(Nc1ccc(Cl)cc1)C1=NS(=O)(=O)c2ccccc2N1	101	0.1
CC(=O)N1CCN(C(=O)c2ccc(-n3c(C)ccc3C)cc2)CC1	102	-0.2
O=C(Nc1ccc(F)cc1F)C1CCCN1S(=O)(=O)c1cccc2nsnc12 (configuration not stated)	108	0.8
O=S(=O)(Nc1cccc(Br)c1)c1ccc(Br)s1	103	0.4
N=C(N)c1ccc(C(N)=O)cc1	108	0.8
CC(OC(=O)Cc1n[nH]c(=O)c2ccccc12)C(=O)Nc1ccc(Cl)cn1 (configuration not stated)	104	0
CC(=O)c1ccc(NS(=O)(=O)c2ccc(-c3cc(C)no3)s2)cc1	104	-0.7
c1ccc(-n2nnnc2Oc2cccc3cccnc23)cc1	101	0
COc1ccc(NC(=O)CS(=O)CC(=O)Nc2cc(OC)ccc2OC)cc1 (configuration not stated)	106	1.2
O=C(CSc1oc(-c2ccccc2)nc1S(=O)(=O)c1ccc(Br)cc1)c1ccccc1	102	-1
COc1ccc(C2CC(=O)c3cnc(NCc4ccccc4)nc3C2)cc1 (configuration not stated)	100	-0.1
CC1=NN(c2ccccc2)C(=O)C1(O)C1C(=O)c2ccccc2C1=O (configuration not stated)	29*	-13*
CC(C)c1ccc(NC(=O)Cc2ccc(NC(=O)N3CCCCc4ccccc43)cc2)cc1	100	-0.5
Cc1ccccc1Nc1nc(N)nc(CN(C)Cc2ccc(F)cc2)n1	100	-0.4
CCOc1ccc(NC(=O)c2cccn(Cc3cccc(Cl)c3)c2=O)cc1	102	-1.2
CC(C)(C)N(N)C(=S)Nc1cccc(Cl)c1	99	0
Cc1cccc(CSc2nnc(-c3c[nH]c4ccccc34)n2C)c1	104	0.8
CCOC(=O)c1c(C)[nH]c(C)c1C(=O)COc1ccc2c(c1)OCO2	103	-0.4
Cc1onc(-c2ccccc2)c1CNC(=O)Nc1ccc(C(F)(F)F)cc1	102	0.2
CNS(=O)(=O)c1cccc(C(=O)OCC(=O)N2CCc3ccccc32)c1	100	-0.6
N#Cc1ccc(-c2ccccc2)[nH]c1=O	100	0.1

Record cards, from the list above.
Cc1cccc(CSc2nnc(-c3c[nH]c4ccccc34)n2C)c1 is entered as PV pol inh = 104; PV pol inh FP z-score = 0.8
CC1=NN(c2ccccc2)C(=O)C1(O)C1C(=O)c2ccccc2C1=O (configuration not stated) is entered as PV pol inh = 29*; PV pol inh FP z-score = -13*

This is a subset. The share of hits here may be higher or lower than overall.
